# Bim-Bcl-W: human Bim-Bcl-W interaction inhibition. Q92843. bead-based flow cytometry, Bim peptide-Bcl-W binding. inhibition, % at 10 µM. 0.02% of 190,000 active. AID 952;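 further: 0% = bound tracer without compound and 100% = peptide blocker; higher means less fluorescent Bim peptide bound to Bcl-W beads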
# Target sequence (Q92843 whole entry, looked up): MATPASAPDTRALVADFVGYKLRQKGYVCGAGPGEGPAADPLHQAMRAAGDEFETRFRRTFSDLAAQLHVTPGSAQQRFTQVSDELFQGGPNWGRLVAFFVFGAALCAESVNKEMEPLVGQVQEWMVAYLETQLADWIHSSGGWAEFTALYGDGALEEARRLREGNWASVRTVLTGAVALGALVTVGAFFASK
# RGS7-Gao: human RGS7-Galphao interaction regulation | P09471 | Multiplexed bead flow cytometry, RGS7-Galphao binding; actives lie on both sides | binding response (% of control), % at 10 µM | 0.35% of 220,000 active; in the data active means binding response below about 49% or above about 150%; inconclusive means no clear call, values can overlap the other calls; inactive means in between;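 further: fluorescent Galphao held in activated GDP-AlF4 state binding bead-coupled RGS7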
# Target sequence (P09471 whole entry, looked up): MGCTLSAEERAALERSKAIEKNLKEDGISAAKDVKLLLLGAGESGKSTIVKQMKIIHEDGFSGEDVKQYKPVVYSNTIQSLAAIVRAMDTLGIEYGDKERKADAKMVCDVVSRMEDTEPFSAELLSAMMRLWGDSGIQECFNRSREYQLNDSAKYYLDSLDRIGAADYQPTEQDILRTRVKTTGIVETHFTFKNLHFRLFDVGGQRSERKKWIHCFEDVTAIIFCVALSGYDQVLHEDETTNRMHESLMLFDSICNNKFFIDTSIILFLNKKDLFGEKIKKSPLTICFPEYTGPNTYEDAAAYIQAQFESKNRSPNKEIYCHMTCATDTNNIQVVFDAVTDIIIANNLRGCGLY
# Bcl-B Bim block: inhibitors of Bim-Bcl-B interaction, human. Q9HD36. 0.073% of 190,000 active. bead-based flow cytometry, Bim peptide-Bcl-B binding. inhibition, % at 10 µM;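 further: 0% = tracer peptide without compound and 100% = reference inhibitor peptide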
# Target sequence (Q9HD36 whole entry, looked up): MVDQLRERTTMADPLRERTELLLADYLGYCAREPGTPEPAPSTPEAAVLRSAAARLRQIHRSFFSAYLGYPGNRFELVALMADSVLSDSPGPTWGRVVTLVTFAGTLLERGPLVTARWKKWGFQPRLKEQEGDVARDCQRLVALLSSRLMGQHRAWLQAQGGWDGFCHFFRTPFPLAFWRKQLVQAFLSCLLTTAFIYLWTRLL
# RGS8-Gao: modulates binding of RGS8 to human Galphao; P09471; 0.34% of 220,000 active; response (percent of control binding), % at 10 µM; multiplexed bead flow cytometry; actives lie on both sides; in the data active means response below about 60% or above about 140%; inactive means in between;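 further: Galphao activated as the GDP aluminium fluoride complex binding bead-coupled RGS8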
# RGS4-Gao reg: human RGS4-Galphao interaction regulation; P09471; Multiplexed bead flow cytometry, RGS4-Galphao binding; actives lie on both sides; binding response (% of control), % at 10 µM; 0.33% of 220,000 active; AID 1415; in the data active means binding response below about 49% or above about 150%; inactive means in between;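 further: fluorescent Galphao activated with aluminum fluoride binding bead-coupled RGS4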
# Bfl-1 Bim block: disrupts Bim binding to human Bfl-1 | Bead-based flow cytometry, Bim-Bfl-1 binding inhibition | inhibition, % at 10 µM | 0.12% of 190,000 active | AID 1008;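 further: 0% = wells without compound plus tracer and 100% = blocker peptide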
# Mcl1 Bid PPI: disrupts binding of human Mcl-1 to Bid peptide; Q07820; TR-FRET Mcl-1/Bid-Dy647 peptide binding, 1536-well; inhibition, % at 21.7 µM; 0.97% of 220,000 active; AID 1021;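 active means compounds that cut the binding signal by more than half at the single screening dose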;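 further: His-tagged Mcl-1 with europium anti-His antibody binding Bid BH3 peptide; 0% = Mcl-1 plus peptide wells and 100% = peptide-only wells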
# Bim-Bcl-XL: human Bim-Bcl-XL interaction inhibition; 0.04% of 190,000 active; inhibition, % at 10 µM; Q07817; AID 1007; Bim peptide-Bcl-XL binding, bead flow cytometry, fluorescence
# Target sequence (Q07817 whole entry, looked up): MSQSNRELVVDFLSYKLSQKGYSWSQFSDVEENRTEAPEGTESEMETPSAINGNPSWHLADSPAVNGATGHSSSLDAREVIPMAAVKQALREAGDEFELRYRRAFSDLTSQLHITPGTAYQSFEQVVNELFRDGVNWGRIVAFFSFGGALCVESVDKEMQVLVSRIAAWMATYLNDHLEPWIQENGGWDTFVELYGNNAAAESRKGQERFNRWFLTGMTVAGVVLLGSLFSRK
# Bim-Bcl-2: human Bim-Bcl-2 interaction inhibition; Bead-based flow cytometry, Bim peptide-Bcl-2 binding; inhibition, % at 10 µM; 0.06% of 190,000 active; P10415; in the data active means inhibition above about 40%; inconclusive means no clear call, values can overlap the other calls;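 further: 0% = no compound wells with probe peptide and 100% = reference peptide inhibitor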
# Mcl-1 Bim block: human Bim-Mcl-1 interaction inhibition. Q07820. Bead-based flow cytometry, Bim peptide-Mcl-1 binding. inhibition, % at 10 µM. 0.1% of 190,000 active. AID 1009;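 further: 0% = no compound tracer wells and 100% = peptide blocker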
# Mcl1 Noxa PPI: Mcl-1/Noxa interaction inhibition. 1.5% of 220,000 active. TR-FRET Mcl-1/Noxa peptide binding, 2 h. Q07820. AID 1022. inhibition, % at 21.7 µM;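 active means compounds that cut the protein-peptide binding signal by more than 50% relative to plate controls in a single-dose test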;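 further: His-tagged Mcl-1 with rhodamine Noxa BH3 peptide and terbium anti-His antibody; 0% = Mcl-1 plus Noxa peptide wells and 100% = peptide-only wells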
# The depositor's hits bear a star; ? = inconclusive; / = no result given. Unless noted, no stated cut-off is given here; in the data, active means inhibition above about 40%. Compounds as they come; about 2.7% have a hit in one of these screens.
SMILES,Bim-Bcl-W,RGS7-Gao,Bcl-B Bim block,RGS8-Gao,RGS4-Gao reg,Bfl-1 Bim block,Mcl1 Bid PPI,Bim-Bcl-XL,Bim-Bcl-2,Mcl-1 Bim block,Mcl1 Noxa PPI
CCCC(=O)c1c(NCCO)cc(C)oc1=O,3.0,105.6,3.0,100.3,102.5,-1.0,-24.2,0.0,2.0,2.0,-0.1
O=C(CSc1nc(-c2ccccc2)nc2ccccc12)Nc1cccc(C(=O)O)c1,-4.0,99.3,-1.0,95.7,96.0,0.0,6.3,1.0,-2.0,-1.0,9.5
CCc1ccccc1NC(=O)N[C@H](C(=O)O)C(C)CC (some centres undefined),-2.0,98.8,-13.0,100.3,98.1,-19.0,-15.3,-5.0,-10.0,-5.0,-2.9
CC1CCCN(C(C(=O)NC2CCCCC2)c2cc3c(cc2[N+](=O)[O-])OCO3)C1 (centres undefined),0.0,98.6,-3.0,98.7,98.2,1.0,-65.3,-5.0,0.0,-3.0,7.4
Cc1sc(NC(=O)CSc2nc(O)cc(=O)[nH]2)nc1-c1ccccc1,-2.0,102.8,-2.0,102.2,104.9,-3.0,-75.1,-4.0,-4.0,0.0,-6.7
O=C(NCc1ccco1)C1CCN(S(=O)(=O)N2CCC3(CC2)OCCO3)CC1,-2.0,96.2,0.0,101.9,97.4,-2.0,-22.8,-1.0,2.0,-1.0,-1.1
CCn1nccc1C(=O)Nc1nc2ccccc2n1CCN1CCCCC1,4.0,99.2,-3.0,100.4,98.2,-7.0,3.0,-1.0,-1.0,1.0,-0.1
COc1cc(S(=O)(=O)n2nnc3ccccc32)c(OC)cc1Cl,0.0,98.7,-2.0,102.5,104.4,-2.0,4.2,-5.0,0.0,-2.0,32.9
CC(=O)Nc1ccc(Oc2ncccn2)c(Cl)c1,-4.0,95.2,-3.0,98.0,96.1,-4.0,-16.4,-3.0,-2.0,-4.0,29.1
C=CCOc1c(CNc2ccc(C(=O)O)cc2)cccc1OCC,3.0,99.8,-6.0,99.7,98.5,-11.0,-41.2,-1.0,-8.0,0.0,7.0
CC(=O)N(CC1CCCO1)c1nnc(-c2ccccn2)s1 (centres undefined),1.0,97.9,-7.0,98.7,99.4,-7.0,0.0,-2.0,-7.0,0.0,13.8
COc1ccc(N2C(=O)C(Cl)=C(Nc3ccc(OC)cc3OC)C2=O)cc1,0.0,100.7,-9.0,98.6,100.2,0.0,-22.0,0.0,1.0,1.0,15.1
COc1ccc(CNC(=O)C(c2cccs2)N(C(=O)c2csnn2)C2CC2)cc1 (centres undefined),-1.0,91.6,-14.0,95.8,93.3,-14.0,-20.2,-6.0,-12.0,-6.0,6.9
CCOC(=O)c1ccc(N=c2sc(C(=O)OC)cc(=O)n2Cc2ccco2)cc1,0.0,97.0,-6.0,95.3,98.8,4.0,-2.1,-2.0,-4.0,0.0,-0.2
Cc1cc(C(=O)OCC(=O)Nc2c(F)cccc2F)c(C)n1-c1ccccc1,-1.0,?,-8.0,101.5,101.5,-4.0,-9.1,-5.0,-6.0,-1.0,10.8
Cc1ccc(C(=O)C(C)Sc2nnc(N)s2)cc1 (centres undefined),-1.0,102.2,-8.0,101.9,100.7,-3.0,-13.4,-5.0,-4.0,-2.0,11.2
CCn1ccnc1CN(C)C(=O)CCc1nnc(CCCc2ccccc2)o1,-2.0,101.5,-2.0,99.7,100.0,-5.0,-31.7,-3.0,-1.0,0.0,5.3
COCCN1C(=O)N[C@@H](c2ccco2)C(C(C)=O)=C1C,0.0,99.4,-2.0,102.5,102.6,-2.0,-15.0,0.0,0.0,-3.0,11.4
CCOC(=O)N1CCN(C(=O)CN2C(=O)COc3ccc(C(C)(C)C)cc32)CC1,0.0,98.7,-9.0,99.3,96.6,-15.0,-13.5,-7.0,-9.0,-2.0,7.9
NC(=O)C1(N2CCCCC2)CCN(S(=O)(=O)c2cc(Cl)sc2Cl)CC1,/,?,/,98.9,98.6,/,-13.8,/,/,/,2.5
N#Cc1nc(-c2ccccc2F)oc1NCCc1ccccn1,4.0,95.5,2.0,101.0,99.6,-6.0,-22.5,2.0,0.0,1.0,7.5
COc1c(-c2ccc(O)c(O)c2)oc2cc(O)cc(O)c2c1=O,/,?,/,101.8,106.9,/,-60.7,/,/,/,55.7*
Cc1cc(C)n2c(=S)[nH]nc2n1,1.0,140.1,-15.0,89.2,101.2,21.0,-120.7,-7.0,-1.0,-2.0,29.8
CCN(CC)c1ccc(NC(=O)c2ccc3c(c2)c(C)c(C)n3C)cc1,4.0,93.5,-3.0,99.2,97.4,5.0,-4.3,-3.0,2.0,0.0,76.8*
Cc1ccc(S(=O)(=O)Nc2ccccc2C(=O)Nc2nc(-c3ccc(F)cc3)cs2)cc1,-6.0,82.6,-5.0,84.7,85.8,-9.0,-7.6,-13.0,-6.0,-8.0,11.7
O=C(CSc1nccn1-c1ccc(Cl)cc1)Nc1ccc2c(c1)OCO2,0.0,97.3,0.0,99.6,101.3,-2.0,-31.7,0.0,0.0,0.0,-1.3
CCC(=O)Nc1ccc(C(=O)Nc2c[nH]c(=O)[nH]c2=O)cc1,-2.0,97.2,-6.0,100.1,102.9,0.0,1.5,-2.0,-5.0,-1.0,2.1
Cc1cc(/C=N/Nc2ccc([N+](=O)[O-])cn2)c(C)n1-c1ccccc1,0.0,97.3,-6.0,99.1,99.0,-6.0,-13.0,-5.0,-8.0,0.0,19.3
Cc1ccc(/C([O-])=C(/C(=S)NCCN2CCOCC2)[n+]2ccccc2)cc1[N+](=O)[O-],0.0,?,-22.0,96.4,102.2,5.0,-39.3,0.0,0.0,0.0,23.9
CC(C)OCCCNC(=O)C1CCC(CNS(=O)(=O)c2ccc(Cl)cc2)CC1 (centres undefined),-1.0,96.3,-4.0,101.9,102.1,-2.0,-5.6,-5.0,2.0,0.0,2.2
Cc1ccc(CNC(=O)CSc2nc3ccccc3c3nc(C)nn23)cc1,-1.0,101.9,-3.0,107.4,109.0,-3.0,-14.7,-1.0,-4.0,-4.0,-18.4
Cc1cc(C)n(-c2nc(NCC3CCCO3)c3c4c(sc3n2)COC(C)(C)C4)n1 (centres undefined),2.0,106.4,-2.0,103.4,103.3,-9.0,-8.9,-3.0,-2.0,4.0,6.1
COC(=O)c1cc(C(=O)c2cccc(Cl)c2Cl)cn1C,0.0,103.7,-12.0,104.4,108.1,-16.0,-23.1,-2.0,-15.0,-5.0,9.6
CC1CCN(C(=O)C2CCN(S(=O)(=O)c3cccc4nsnc34)CC2)CC1,-2.0,95.9,3.0,100.1,101.2,3.0,-20.3,0.0,2.0,0.0,3.3
CN(Cc1cn(Cc2ccccc2)nc1-c1ccc2c(c1)OCO2)Cc1nccn1C,-3.0,94.8,-5.0,100.0,97.3,-3.0,-5.4,-3.0,-5.0,-4.0,9.8
CSc1nc2ccccc2n1CC(=O)N1CCCCC1,-2.0,100.1,1.0,101.2,96.7,-4.0,-6.4,0.0,-4.0,0.0,6.3
CCc1ccccc1NC(=S)N(Cc1cccs1)C1CCCC1,0.0,99.7,-5.0,99.6,102.3,0.0,-51.0,0.0,0.0,0.0,9.1
COc1ccccc1N(CC(O)Cn1c2ccccc2c2ccccc21)S(=O)(=O)c1ccccc1 (centres undefined),-4.0,102.7,-3.0,99.2,99.8,-2.0,7.2,-5.0,-3.0,-2.0,-11.7
CCn1c(=O)c2c(nc(SCC(=O)NCC3CCCO3)n2C)n(C)c1=O (centres undefined),-5.0,100.0,-7.0,102.9,104.5,-2.0,-9.4,-2.0,-1.0,-6.0,-7.5
Oc1ccccc1/C=N/N1CCCCC1,1.0,?,-2.0,100.4,98.8,-5.0,-57.7,0.0,-2.0,0.0,7.7
NC(=O)C1CCN(C2CC(=O)N(Cc3ccc(N4CCCC4=O)cc3)C2=O)CC1 (centres undefined),-1.0,101.2,-6.0,103.3,104.1,-17.0,-7.5,-3.0,-12.0,0.0,12.3
O=C(O)COc1ccc(NC(=O)c2ccco2)cc1,-3.0,101.4,-3.0,101.3,100.4,-5.0,14.6,-7.0,-1.0,-5.0,22.8
O=C(CSc1ncn[nH]1)N1N=C2/C(=C/c3ccccc3)CCCC2C1c1ccccc1 (centres undefined),-1.0,101.3,-4.0,100.8,103.4,-5.0,-22.5,-5.0,-4.0,0.0,-5.8
N/C(=N\OC(=O)c1ccc(Cl)cc1Cl)c1ccc(Cl)cc1,0.0,93.5,-1.0,102.8,97.6,0.0,9.2,-3.0,0.0,0.0,5.3
O=C1COc2ccc(C(=O)c3ccccc3C(=O)O)cc2N1,0.0,101.2,-4.0,105.8,105.0,-1.0,-0.9,-1.0,0.0,-3.0,29.0
CSc1[nH]c(=O)c(C(=O)O)cc1C#N,0.0,88.7,1.0,89.5,92.1,1.0,20.9,-3.0,-2.0,-2.0,3.1
CCOC(=O)Cn1c(N)c(C(=O)OC)sc1=S,-1.0,106.2,-8.0,100.7,103.7,-6.0,-37.7,-4.0,-4.0,-1.0,5.9
Fc1ccc(-c2cn(-c3ccccc3)c3[n+]2CCS3)cc1,/,?,/,103.1,103.4,/,-18.0,/,/,/,20.2
COCCCNC(=O)CC(NS(=O)(=O)c1ccc(C)cc1)c1ccco1 (centres undefined),-3.0,99.2,-9.0,101.4,99.6,-13.0,-16.4,-1.0,-8.0,-7.0,-4.3
CCOC(=O)N1CCN(C(=O)CN(c2ccc(Cl)c(C(F)(F)F)c2)S(C)(=O)=O)CC1,0.0,98.5,1.0,100.3,101.7,0.0,-2.2,-2.0,0.0,1.0,-1.1
O=C(NCCn1cc(SCc2ccc(F)cc2)c2ccccc21)c1ccccc1F,-4.0,/,-4.0,/,/,-1.0,-1.3,-1.0,-5.0,-4.0,-1.2
O=C(CSc1nnnn1C1CCCC1)NCc1ccccc1,-1.0,103.4,0.0,99.3,106.2,0.0,-1.3,-3.0,0.0,1.0,0.5
Cc1nn(-c2ccccc2)c(C)c1/C=N/n1c(-c2ccc(C(C)(C)C)cc2)n[nH]c1=S,-3.0,102.6,-19.0,98.7,101.8,-3.0,-25.5,-9.0,-4.0,-3.0,-0.3
CCOCCCNCc1ccc(OCc2ccc(F)cc2)c(OC)c1,0.0,102.5,-3.0,102.7,100.6,-8.0,-35.3,-1.0,2.0,3.0,11.4
O=C(CCCCn1c(=O)[nH]c2ccccc2c1=O)N1CCN(c2ncccn2)CC1,-2.0,113.0,-3.0,108.5,110.6,-2.0,-5.7,-5.0,-4.0,0.0,12.5
O=C(Nc1ccccc1Cl)c1ccc(Cl)cc1Cl,0.0,99.2,3.0,97.2,98.7,1.0,1.0,0.0,2.0,0.0,-5.2
CCOc1ccc(OCCCCOc2ccccc2C(C)=O)cc1,-10.0,111.2,-9.0,118.8,110.7,-10.0,3.9,-9.0,-11.0,-10.0,15.4

# Compound profiles (already shown). Screens in order: Bim-Bcl-W, RGS7-Gao, Bcl-B Bim block, RGS8-Gao, RGS4-Gao reg, Bfl-1 Bim block, Mcl1 Bid PPI, Bim-Bcl-XL, Bim-Bcl-2, Mcl-1 Bim block, Mcl1 Noxa PPI
# `COC(=O)c1cc(C(=O)c2cccc(Cl)c2Cl)cn1C` reads 0.0, 103.7, -12.0, 104.4, 108.1, -16.0, -23.1, -2.0, -15.0, -5.0, 9.6
# `CCOC(=O)Cn1c(N)c(C(=O)OC)sc1=S` reads -1.0, 106.2, -8.0, 100.7, 103.7, -6.0, -37.7, -4.0, -4.0, -1.0, 5.9
